TRPV1 ag: HTS Assay for Compounds that Act as Agonists of the Vanilloid Receptor 1; Transient receptor potential cation channel subfamily V member 1 (Homo sapiens), Q8NER1; TRPV1-expressing cells, Fluo-8 calcium influx, agonist mode; activation, % at 8.33 µM; 320,000 tested, 0.19% active; AID 540275, 2011; in the data active = activation above about 80%; inconclusive = between about 30% and that limit; note: 0% is about no effect
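Cells expressing TRPV1 were dye-loaded with Fluo-8 and read kinetically: 10 s baseline, 3 min after compound (agonist portion), then 2 min after EC20 capsaicin (allosteric enhancer portion). Calcium-bound dye fluorescence at 480/520 nm.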
GALK inhibitor: qHTS Assay for Inhibitors of Human Galactokinase (GALK); P51570; Purified GALK, Kinase-Glo residual ATP luminescence; Potency, µM (doses to about 57.5 µM), without a hit: at the top dose activity change, negative = inhibition, usual class: inhibitors; 270,000 tested, 0.007% active; AID 1868, 2009; note: potency is the fitted concentration of half-maximal effect; % is set by controls: 0 for no effect and ±100 for the full control effect
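Human GALK (5 nM) with 35 uM ATP and 100 uM galactose in 20 mM HEPES pH 8.0, 5 mM MgCl2, 60 mM NaCl, 1 mM DTT, 0.01% BSA. After 1 h at room temperature, leftover ATP was read by Kinase-Glo Plus luminescence.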
PKM2 activator: qHTS Assay for Activators of Human Muscle isoform 2 Pyruvate Kinase. 260,000 tested, 0.34% active. Potency, µM (top dose mostly 57.5 µM), inactives show at the top dose activation, actives largely listed as activators. purified PKM2, Kinase-Glo ATP luminescence, activation; response scale: 0% is enzyme alone, no compound. Pyruvate kinase PKM (Homo sapiens), P14618; note: potency is the fitted concentration of half-maximal effect; % is set by controls: 0 for no effect and ±100 for the full control effect; nearly all actives have a fitted effect of over 55% in size
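Purified hPK-M2 (>95% pure) converted ADP (0.1 mM final) to ATP with 0.5 mM PEP in 50 mM imidazole pH7.2, KCl, MgCl2, Tween 20, BSA; 1 h at room temperature. ATP detected by Kinase-Glo luminescence.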
FBPA coupling cs: qHTS Assay for Inhibitors of Fructose-1,6-bisphosphate Aldolase from Giardia Lamblia: Coupling assay counterscreen; coupling enzyme system counterscreen, AmpLite Red fluorescence; activity change, negative = inhibition, % at 58.2 µM, hits read low; 290,000 tested, 0.67% active; in the data active = activity change below about -30%; note: % is set by controls: 0 for no effect and ±100 for the full control effect
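Coupling enzymes only (glyceraldehyde-3-phosphate) + compound, at 57.5 uM final, 10 min RT; add substrate/coupling/AmpLite Red mix, 20 min RT; fluorescence ex 525/em 598 nm. Actives flag coupling-system interference.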
KCNH2 3.1 block: qHTS for Inhibitors of KCHN2 3.1: Mutant qHTS | Potassium voltage-gated channel subfamily H member 2, brain isoform KCNH2 3.1 (human) | U2OS KCNH2 3.1, thallium flux FluxOr; active compounds read low | activity change, % (tested at about 1.8 µM) | 340,000 tested, 0.95% active;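 active = maximum activity change below -70%; inconclusive = maximum activity change from -70% to -50%; inactive = maximum activity change above -50%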;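 note: thallium influx rate constant from kinetic fluorescence after stimulation buffer; % is set by controls: 0 for no effect and ±100 for the full control effect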
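Normalized rate constant (relative to positive and negative DMSO controls) derived from a 2 min kinetic fluorescence read after stimulation; U2OS cells expressing the 3.1 isoform via virus at 1.77 x 10^8 /mL.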
B2AR arrestin: qHTS assay of beta-arrestin-biased ligands of beta2-adrenergic receptor | Beta-2 adrenergic receptor (Homo sapiens), P07550 | beta-arrestin recruitment to beta2AR, cell-based reporter | Potency, µM (doses to about 46.1 µM), inactives show top-dose activation, usual class: activators | 330,000 tested, 0.02% active;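 note: potency is the fitted concentration of half-maximal effect; 0% = DMSO controls and full agonism = EC100 isoproterenol or metaproterenol; nearly all actives have a fitted effect of over 65% in size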
Giardia kill: Small Molecules that selectively kill Giardia lamblia: qHTS; activity change, % at 7.66 µM, hits read low; AID 540267, 2011; 340,000 tested, 0.15% active; Giardia lamblia trophozoite viability; in the data active = activity change below about -80%; inconclusive = between about -30% and that limit;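 note: parasites exposed to compound for two days anaerobically before the ATP read; % is set by controls: 0 for no effect and ±100 for the full control effect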
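Anaerobic 48 hrs incubation at 37 deg C of 100 trophozoites/well with test compounds; ATPLite 1-Step luminescence, 15-30 min RT, reports cellular ATP as viability.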
Menin-MLL TR inh: qHTS Assay for Inhibitors Targeting the Menin-MLL Interaction in MLL Related Leukemias: Competition With Texas Red Labeled MLL-derived Mutant Peptide; O00255; Menin + Texas Red MLL mutant peptide, fluorescence polarization; Potency, µM (top dose mostly 61.6 µM), inactives show at the top dose FP activity change, negative = inhibition, most hits filed as inhibitors; 270,000 tested, 0.23% active; AID 1768, 2009; active = well fitted inhibition curve with a large enough effect in the polarisation, with a control signal flat, not every such curve was filed as active; inconclusive = small, poorly fitted or top-dose-only effect, or effect the other way, or a change in a side signal; inactive = no such curve, though single readings can be large or run the other way; the % refers to the polarisation; note: potency is the fitted concentration of half-maximal effect; % of control where 0% means no effect; many of its hits are not listed in these tables
USP2a inh: qHTS Assay for Inhibitors of Ubiquitin-specific Protease USP2a Using CHOP2 as the Reporter. USP2 core, Ub-CHOP2 coupled fluorogenic reporter, 485/531. Potency, µM (doses to about 38.3 µM), for inactives: at the top dose activity change, negative = inhibition, most hits filed as inhibitors. 330,000 tested, 0.01% active. AID 463254, 2010;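 note: potency is the fitted concentration of half-maximal effect; plate controls were DMSO wells for no effect and full inhibition by NEM control for full effect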
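Deubiquitinase activity read as fluorescence (485/531 nm) after Ub-CHOP2 cleavage activates the enterokinase reporter on its substrate; USP2 core 10nM, Ub-CHOP2 and substrate 25nM each, 30min compound preincubation then 60min RT; data normalized to NEM, curves fitted.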
hERG WT inh: qHTS for Inhibitors of KCHN2 3.1: Wildtype qHTS; activity change, % at 1.84 µM; AID 720551, 2013; U2OS, BacMam KCNH2, thallium flux FluxOr; active compounds read low; 340,000 tested, 0.37% active;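 active = maximum activity change below -70%; inconclusive = maximum activity change between -70% and -50%; inactive = maximum activity change above -50%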; note: % is set by controls: 0 for no effect and ±100 for the full control effect
Target sequence (Q12809 whole entry, looked up): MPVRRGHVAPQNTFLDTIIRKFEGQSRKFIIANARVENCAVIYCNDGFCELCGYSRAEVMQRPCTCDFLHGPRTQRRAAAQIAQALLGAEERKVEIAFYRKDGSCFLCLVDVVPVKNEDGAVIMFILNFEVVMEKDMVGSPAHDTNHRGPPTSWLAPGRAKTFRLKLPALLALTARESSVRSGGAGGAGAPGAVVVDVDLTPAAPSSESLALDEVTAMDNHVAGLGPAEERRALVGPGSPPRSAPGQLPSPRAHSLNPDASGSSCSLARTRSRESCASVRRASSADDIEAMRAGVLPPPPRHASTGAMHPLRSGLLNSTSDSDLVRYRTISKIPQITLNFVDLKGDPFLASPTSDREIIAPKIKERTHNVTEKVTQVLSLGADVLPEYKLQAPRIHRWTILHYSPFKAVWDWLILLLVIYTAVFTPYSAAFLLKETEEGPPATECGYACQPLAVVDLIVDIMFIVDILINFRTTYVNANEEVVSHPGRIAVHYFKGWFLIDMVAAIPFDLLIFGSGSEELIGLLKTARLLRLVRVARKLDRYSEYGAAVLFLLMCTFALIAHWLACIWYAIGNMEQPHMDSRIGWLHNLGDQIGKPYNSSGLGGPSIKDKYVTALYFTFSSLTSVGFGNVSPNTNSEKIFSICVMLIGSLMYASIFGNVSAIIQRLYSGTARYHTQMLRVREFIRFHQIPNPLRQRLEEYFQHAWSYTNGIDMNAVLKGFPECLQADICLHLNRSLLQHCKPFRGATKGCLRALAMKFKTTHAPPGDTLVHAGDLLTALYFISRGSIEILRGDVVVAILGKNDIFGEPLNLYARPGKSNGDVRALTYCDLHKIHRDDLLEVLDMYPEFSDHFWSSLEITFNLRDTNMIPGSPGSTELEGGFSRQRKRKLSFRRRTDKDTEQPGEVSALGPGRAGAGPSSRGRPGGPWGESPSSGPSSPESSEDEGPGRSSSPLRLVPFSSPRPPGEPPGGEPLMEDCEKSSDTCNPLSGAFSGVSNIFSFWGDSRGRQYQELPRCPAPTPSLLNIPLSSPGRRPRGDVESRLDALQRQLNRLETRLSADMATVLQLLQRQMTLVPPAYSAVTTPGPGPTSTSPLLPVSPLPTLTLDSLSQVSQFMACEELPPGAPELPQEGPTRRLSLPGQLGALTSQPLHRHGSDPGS
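U2OS cells transduced with wild-type KCNH2 virus are loaded with FluxOr dye for 45 min, and thallium flux is measured in kinetic reads before and after stimulation buffer. Rate constants are normalized to DMSO controls.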
CXXC DNA block: qHTS Fluorescence Polarization Assay for Inhibitors of MLL CXXC domain - DNA interaction; Histone-lysine N-methyltransferase 2A (Homo sapiens), Q03164; MLL-CXXC / FITC-HOXA9 DNA fluorescence polarization; Potency, µM (highest dose often 115 µM), without a hit: top-dose activity change, negative = inhibition, most hits filed as inhibitors; 290,000 tested, 0.037% active; AID 2662, 2010; active = well fitted inhibition curve with a large enough effect in the polarisation, with a control signal flat, not every such curve was filed as active; inconclusive = small, poorly fitted or top-dose-only effect, or effect the other way, or a change in a side signal; inactive = no such curve, though single readings can be large or run the other way; the % refers to the polarisation; note: potency is the fitted concentration of half-maximal effect
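Fluorescence polarization: 7 uM MLL-CXXC (stock) preincubated 5 min with compounds, then 50 nM fluorescein-HOX-A9 DNA (stock) added; 30 min ambient. Buffer 50 mM Tris-HCl pH 7.5, 50 mM NaCl, 1 mM DTT, 0.05% BSA.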
An asterisk follows results filed as active; i = inactive; u = inconclusive; x = no result given; [ ] = dose if it differs, or a comment. Unless noted, calls come from the whole dose curve; as a rule, active = well fitted curve in the direction sought with a large enough effect; inconclusive = small, poorly fitted or top-dose-only effect, or another doubt; inactive = no such curve, though single readings can be large; an effect the other way counts as inactive or inconclusive.

SMILES	TRPV1 ag	GALK inhibitor	PKM2 activator	FBPA coupling cs	KCNH2 3.1 block	B2AR arrestin	Giardia kill	Menin-MLL TR inh	USP2a inh	hERG WT inh	CXXC DNA block
CCCCCCC(=O)Nc1nc(C)c(-c2csc(Nc3cccc(OC)c3)n2)s1	0	1%	-1%	-1	x	0.3%	-9	u	-2%	x	4%
O=C(c1cccc(Cl)c1)N1CCC(C(=O)N2CCN(Cc3ccccc3)CC2)CC1	4	-1%	-3%	0	15	3.1%	-8	-6%	0%	1	-2%
COc1ccccc1CNC(=O)c1cnc2ccccn2c1=O	1	1%	-2%	2	-2	-0.3%	-6	3%	1%	2	8%
Cc1ccc(N2C(=O)c3ccccc3NC2(C(=O)O)c2ccccc2)cc1Cl (stereo unspecified)	3	0%	x	10	13	-1.1%	5	-28%	-2%	21	-2%
Cc1ccc(C(=O)Nc2ccc(S(=O)(=O)NC3=NCCCCC3)cc2)c(C)c1	1	x	x	x	5	0.1%	6	x	2%	8	x
COc1ccc(C(=O)NC2CCCc3c2cnn3-c2cc(F)cc(F)c2)c(OC)n1 (stereo unspecified)	5	6%	2%	-1	18	0.2%	-17	-4%	1%	-13	-6%
CCOC(=O)c1cc(C(C)(C)C)n(CCCN2CCOCC2)c1C	12	2%	0%	-2	11	0.2%	-2	x	3%	-5	-1%
Cc1csc(N(C(=O)c2cccc(S(=O)(=O)N(C)C)c2)c2ccccc2)n1	-7	2%	-13%	1	4	-0.5%	21	-1%	-5%	-13	-11%
Cc1c(NC(=O)C(C)OC(=O)COc2ccccc2)c(=O)n(-c2ccccc2)n1C (stereo unspecified)	6	11%	-1%	-1	20	-0.6%	10	-1%	3%	-3	-9%
O=C(NC1CCCCC1)C(c1ccc(F)cc1)N(Cc1ccco1)C(=O)Cn1nnc2ccccc21 (stereo unspecified)	11	-4%	-1%	1	8	0.0%	7	u	-1%	-8	12%
CCn1cc(CNC(=O)c2ccc3nc(Cc4ccc(OC)cc4)oc3c2)cn1	21	-7%	x	0	0	-0.5%	6	-17%	1%	8	11%
Cc1ccc(NC(=O)CCC(C(=O)O)N2C(=O)c3ccccc3C2=O)cc1 (stereo unspecified)	-3	-7%	-3%	1	-141*	0.4%	-4	22%	1%	-187*	-1%
Cc1ccccc1N1C(=O)CC2(CCCC2)CC1=O	4	4%	-1%	1	9	-0.1%	-11	4%	0%	5	4%
COc1cc2ccccc2cc1C(=O)Nc1ccc(NC(=O)c2cccs2)cc1	1	3%	x	1	10	0.1%	-13	u	-4%	-4	-4%
Cc1ccccc1-n1c(SCc2ccccn2)nc2n[nH]c(C)c2c1=N	x	3%	-14%	-1	1	-0.1%	0	-7%	0%	2	8%
CCN(CC)S(=O)(=O)c1ccc(=O)n(CC(=O)N2Cc3ccccc3CC2C(N)=O)c1 (stereo unspecified)	2	x	x	x	0	0.3%	10	x	1%	-2	x
COc1cccc(Oc2cncnc2-c2ccc(OC)cc2O)c1	14	2%	2%	-4	6	0.0%	-26	-2%	-2%	17	5%
Cc1cc(=O)oc2cc(OCC(=O)OCC(=O)Nc3ccccc3C(C)C)ccc12	-1	-2%	-7%	3	-1	-1.2%	-11	9%	3%	-3	-4%
COc1cc(CN2CCCCC2)ccc1OCc1ccccc1	2	7%	0%[11.5 µM]	-2	-25	-0.2%	-7	u	1%	8	-8%
Nc1cccnc1Sc1ccc([N+](=O)[O-])cn1	3	1%	-12%	2	21	-1.7%	3	0%	0%	-2	10%
NC(=O)c1nsc(C(=O)N(c2ccccc2)C(C(=O)NC2CCCC2)c2ccc3ncccc3c2)c1N (stereo unspecified)	1	-2%	-4%	2	-3	-0.1%	-8	11%	0%	-18	2%
Cc1csc2nc(NC(=O)c3ccccc3)sc(=O)c12	9	x	-3%	-1	-79*	-0.3%	-5	x	1%	-2	17%
COC(=O)c1ccc(COc2c(F)c(F)cc(F)c2F)o1	4	-1%	x	0	9	0.5%	-5	-17%	2%	10	12%
CCC1S/C(=N/C(=O)NC2CCCCC2)NC1=O (stereo unspecified)	-3	-3%	-10%	0	0	-0.4%	-15	30%	3%	7	-12%
O=Cc1cc2ccccc2nc1SCCCF	4	4%	3%	-1	-8	-0.4%	0	19%	1%	-7	-1%
Carrying on.
SMILES	TRPV1 ag	GALK inhibitor	PKM2 activator	FBPA coupling cs	KCNH2 3.1 block	B2AR arrestin	Giardia kill	Menin-MLL TR inh	USP2a inh	hERG WT inh	CXXC DNA block
COC(=O)c1ccccc1OCC(=O)NC1CCCCC1	25	-2%	4%	4	-2	0.1%	4	0%	2%	5	-4%
Cc1cc2cc(C)c(SCC(=O)NCc3ccco3)nc2cc1C	u	-1%	7%	2	-8	0.4%	6	u	5%	i	-1%
OCCCNc1ncnc2sc(-c3ccccc3)cc12	u	9%	-4%	-1	27	0.2%	5	-4%	0%	1	5%
COC(=O)c1ccc(NC(=O)CCS(=O)(=O)c2ccc3c(c2)NC(=O)C(C)S3)cc1 (stereo unspecified)	-1	-8%	x	x	-12	-0.4%	43[activator]	x	1%	2	11%
CN(C(=O)c1ccc(Br)o1)C1CCS(=O)(=O)C1 (stereo unspecified)	0	-1%	x	0	-4	-0.1%	4	0%	2%	-2	56%[activator]
Nc1cnc(CNc2ccccc2Cl)cn1	-1	4%	-2%	1	6	-0.6%	-3	x	0%	10	0%
COc1ccc(S(=O)(=O)N2CCCC(C(=O)Nc3ccc(OC)c(OC)c3)C2)cc1 (stereo unspecified)	6	1%	0%	1	-5	-0.4%	-11	6%	-2%	-8	-2%
CC(C)(C)CNc1cc(N2CCCC2)ccc1[N+](=O)[O-]	23	-2%	6%	1	3	-0.4%	-10	u	1%	27	6%
CCOC(=O)N1CCN(S(=O)(=O)c2cccs2)CC1	2	1%	u	2	-14	0.2%	-5	0%	3%	2	1%
CCCCCN(C(=O)CCC(=O)OCC(=O)c1ccc(CCC)cc1)c1c(N)n(CCCC)c(=O)[nH]c1=O	0	x	x	x	1	-0.3%	-7	x	3%	14	x
O=C(NCc1ccccn1)C(=O)NCC1OCCN1S(=O)(=O)c1ccc(F)cc1 (stereo unspecified)	0	-2%	0%	x	16	0.2%	-8	x	1%	14	1%
COc1ccccc1C1CC(c2ccco2)=NN1S(C)(=O)=O (stereo unspecified)	0	2%	1%	3	1	-0.3%	16	0%	0%	8	5%
CC(C)(O)CNC(=O)C(Cc1ccccc1)N1C(=O)c2ccccc2C1=O (stereo unspecified)	-2	3%	x	3	10	0.0%	11	7%	-1%	5	-14%
COCC(=O)N(Cc1nc2ccccc2c(=O)[nH]1)Cc1cccs1	0	1%	8%	2	-23	0.1%	-4	-2%	1%	-5	-4%
O=C(c1ccc(F)cc1)n1ccc(-c2cnc(-c3ccccc3)s2)n1	5	0%	-7%	1	x	-0.3%	-11	5%	-6%	4	100%[activator]
COc1ccc(S(=O)(=O)Nc2cccc3c2O[C@H](CN(C)S(=O)(=O)c2ccc(F)cc2)[C@H](C)CN([C@H](C)CO)C3=O)cc1	x	x	x	x	3	-1.2%	-8	x	3%	-4	x
CNC(=S)NNc1ccccc1[N+](=O)[O-]	-6	6%	0%	-1	14	-0.4%	-27	u	1%	5	-3%
CC1(C)Cc2cccc(OCC(=O)OCC(=O)NCc3ccc(F)cc3)c2O1	u	x	x	x	4	-0.3%	4	x	1%	-1	x
COc1ccc(C(=O)Nc2cccc(OC(=O)c3ccc(C)c(C)c3)c2)cc1	u	-1%	-1%	0	-28	4.0%	u	u	-6%	3	22%
CCN(CC)S(=O)(=O)c1ccc(NC(=O)c2ccc(Cl)nc2)cc1	u	5%	-2%	0	4	-0.3%	10	x	-5%	1	12%
Cc1cc(C(=O)Nc2cccc(/C=C/C(=O)O)c2)c(C)o1	0	0%	-8%	9	21	-0.5%	-4	0%	0%	3	-10%
CC(C)c1ccc(CNC(=O)C2CC(=O)N(C3CCCCC3)C2)cc1 (stereo unspecified)	23	-3%	-4%	x	1	0.0%	17	x	2%	-4	5%

Some of the compounds tested. The share of hits here may be higher or lower than overall.
